TROY NFkB inh: inhibitors of TROY-driven NF-kB signaling, primary screen, Q293 LMP1-TROYcd cells, NF-kB luciferase, uHTS. AID 1347056, 2019. Q293 LMP1-TROYcd NF-kB luciferase reporter, 4 h. actives 0.98% (n = 360,000). inhibition, % at 10 µM;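 active = compounds whose plate-normalised and pattern-corrected inhibition of the luciferase reporter signal at the single screening dose is 50% or more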
NR2E3 ag-1: NR2E3 agonists in two-hybrid cells, primary screen, cell-based, luminescence, CHO-S, Gal4-NCOR/VP16-NR2E3 | Photoreceptor-specific nuclear receptor (Homo sapiens), Q9Y5X4 | luciferase | inhibition of corepressor binding, % at 3.98 µM | actives 0.35% (n = 360,000) | AID 602229, 2012;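 active = inhibition above the mean of all tested compounds plus 3 SD, cut at about 70% in these data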;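 note: 0% = DMSO with NR2E3 transfected cells and 100% = cells lacking NR2E3 construct; higher means lower luciferase signal from less NR2E3 corepressor binding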
Target sequence (Q9Y5X4 whole entry, looked up, the tested form may be a part): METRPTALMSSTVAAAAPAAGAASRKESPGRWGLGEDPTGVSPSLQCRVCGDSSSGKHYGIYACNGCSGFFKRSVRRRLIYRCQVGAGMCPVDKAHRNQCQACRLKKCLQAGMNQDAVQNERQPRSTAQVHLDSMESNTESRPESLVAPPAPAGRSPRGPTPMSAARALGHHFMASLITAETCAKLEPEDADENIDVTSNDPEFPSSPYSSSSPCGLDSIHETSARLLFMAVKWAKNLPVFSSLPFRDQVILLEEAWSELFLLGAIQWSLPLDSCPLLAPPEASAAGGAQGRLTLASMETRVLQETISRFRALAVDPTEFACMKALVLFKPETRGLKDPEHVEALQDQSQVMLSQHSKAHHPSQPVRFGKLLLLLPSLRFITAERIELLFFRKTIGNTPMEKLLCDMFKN
TRAIL sens C8: viability loss with TRAIL in NB7+C8 cells, primary screen, TRAIL sensitizer project, cell-based, ATPlite luminescence; inhibition (viability loss, TRAIL sensitization), % at 10 µM; AID 624354, 2012; actives 1% (n = 360,000);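 active = compounds causing at least 50% loss of cell viability in the single-dose screen, relative to plate controls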
MITF TRPM1 inh: inhibitors of MITF-dependent TRPM1 promoter reporter, primary screen, cell-based, SK-MEL-5, single point, luciferase; SK-MEL-5 TRPM1 promoter luciferase, 24 h; inhibition, % at 12.5 µM; actives 0.83% (n = 330,000); AID 488899, 2010;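 active = mean inhibition across replicates of 60% or more, whatever share of single replicates reaches that level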; note: values of inactives mirror those of a sister screen read the other way
Peg3 prom inh: Peg3 promoter-driven luciferase inhibitors, primary screen, cell-based, HeLa, luciferase luminescence; HeLa PEG-Prom luciferase reporter, overnight; inhibition, % at 20 µM; actives 1.7% (n = 360,000);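 active = inhibition of at least 50% at 20 µM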
HIF-2a inh: HIF-2a reporter inhibitors, primary screen, luminescence, 786-0 RCC cells; inhibition, % at 18.8 µM; 786-0 RCC cells HIF-2a reporter, luciferase luminescence, overnight; actives 0.72% (n = 360,000);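 active = inhibition of the luminescence signal of 40% or more relative to plate controls, in a single-dose primary screen at 18.75 µM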
Shn3 inh set2: reduction of Shn3 3'UTR firefly luciferase signal, primary screen, Schnurri-3 inhibitor project, cell-based, Clone20 osteoblasts, set 2. Clone20 osteoblast Shn3 3'UTR firefly luciferase, 24 h. inhibition, % at 12.5 µM. actives 0.52% (n = 360,000). AID 588674, 2011;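 active = mean inhibition of at least 75% with every replicate also reaching 75%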;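 note: 0% = median of neutral control wells and 100% = pilot-screen positive control compound; some compounds past the cut are filed as inactive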
CF NFkB block: inhibitors of PAF-induced NF-kB signaling, primary screen, cell-based, GFP fluorescence, uHTS | actives 0.86% (n = 360,000) | KKLEB NF-kB-GFP reporter, GFP fluorescence overnight | inhibition, % at 5 µM;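 active = at least 50% inhibition at 5 µM, scaled per plate between neutral and stimulator controls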;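 note: PAF is a Pseudomonas aeruginosa culture filtrate used as stimulus; plate controls were PAF-stimulated DMSO wells for no effect and unstimulated DMSO wells for full effect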
KKLEB cytotox: cytotoxicity in KKLEB CF airway cells, primary screen, cytotoxicity control for CF NF-kB inhibitor project, cell-based, uHTS, fluorescence assay plates; KKLEB CF airway cells viability, ATPlite luminescence, overnight; stronger effect = lower value; cells stimulated with P. aeruginosa culture filtrate; activity change (cytotoxicity), % at 5 µM; actives 0.36% (n = 360,000); AID 602141, 2011;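 active = corrected activity change at or below -50% at 5 µM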
NR2E3 ag-2: inhibitors of NR2E3-RetCOR corepressor binding, primary screen, NR2E3 agonist project, biochemical, TR-FRET, GST-NR2E3, biotin-RetCOR. Photoreceptor-specific nuclear receptor (Homo sapiens), Q9Y5X4. 1536-well. inhibition of corepressor binding, % at 4.78 µM. actives 0.12% (n = 320,000). AID 2300, 2010;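 active = percent inhibition above the cutoff of mean plus 3 SD of all tested compounds, set per screening campaign, cut at about 20% in these data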;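 note: 0% = DMSO wells and 100% = biotin wells as full block of FRET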
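Material: NR2E3–RetCOR corepressor complex / Incubation: Compound–protein incubation for 5 h at 4 °C / Dosing: compound at 4.8 µM, single dose / Detection: time-resolved FRET / Benchmarks: high control biotin, low control 0.6% DMSO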
TWEAK Fn14 block: inhibitors of TWEAK-Fn14 signaling, primary screen, luciferase reporter cells, uHTS | TWEAK-stimulated Fn14 reporter cells, luciferase luminescence, 8 h | inhibition, % at 10 µM | actives 2% (n = 360,000) | AID 1159606, 2016; in the data active = inhibition above about 50%
* hit, by the source's call; . = no result given. A portion of the library, so the mix of outcomes need not match the whole.

SMILES	TROY NFkB inh	NR2E3 ag-1	TRAIL sens C8	MITF TRPM1 inh	Peg3 prom inh	HIF-2a inh	Shn3 inh set2	CF NFkB block	KKLEB cytotox	NR2E3 ag-2	TWEAK Fn14 block
O=C(c1ccccc1-n1cccc1)N1N=C(C(F)F)CC1(O)C(F)F (stereo not drawn)	-1	-28	5	7	19	26	-18	-6	3	-1	8
CC(=O)Nc1ccc(S(=O)(=O)N(C2=NCC(C)S2)c2ccccc2)cc1 (stereo not drawn)	-4	-9	-10	10	36	20	7	0	0	1	-24
Fc1cccc(Cl)c1CNc1ccc(N2CCCC2)cc1	17	-41	13	24	-16	-40	30	1	6	-1	57*
Cc1ccc2c(Cl)cc(Cl)c(OCC(=O)Nc3cccc(S(=O)(=O)N(C)C)c3)c2n1	20	-22	-8	9	7	15	18	34	-23	-4	-14
COc1ccc(NC(=O)NNC(=O)c2ccc(Cl)cc2Cl)cc1OC	-14	14	-4	-6	1	6	-19	-30	9	-3	-9
CCOc1ccc(NC(=O)CN2C(=O)C3CCCN3C2=O)cc1 (stereo not drawn)	-28	-2	-12	-11	-10	-41	-9	2	3	5	10
COc1ccc(NS(=O)(=O)c2cc(NC(=O)C3CC3)ccc2N2CCOCC2)cc1	0	15	-6	-4	12	15	12	-7	-1	1	13
O=[N+]([O-])c1cccc(CSC2=NCCN2S(=O)(=O)c2ccccc2)c1	19	-19	3	11	14	20	8	17	-1	-2	-13
O=C(CCC(=O)Nc1ccccc1Cl)NNC(=O)COc1ccc([N+](=O)[O-])cc1	-5	12	7	-3	-13	2	-8	6	2	-1	0
O=C(CSc1ccc(-c2ccc(Br)cc2)nn1)N1CCOCC1	-17	-8	9	-24	-67	-81	-37	-8	-1	-1	-7
COc1cc2c(cc1O)C(SC)=NC(C)(C)C2	25	-23	12	74*	39	89*	-18	11	-6	0	2
Cc1cccc(N2CCN(C(=O)c3ccc(NC(=O)CC4SC(N5CCCC5)=NC4=O)cc3)CC2)c1C (stereo not drawn)	35	8	1	16	5	9	-3	5	8	.	10
CSc1ncccc1C(=O)NC1CCN(Cc2ccccc2)CC1	3	-2	3	2	4	9	2	7	15	4	-10
COC(=O)[C@@H](Cc1ccccc1)NC(=O)CC[C@H]1O[C@@H](n2cc(C)c(=O)[nH]c2=O)C[C@@H]1O	0	-25	5	8	-2	11	-58	-16	-1	.	-5
CC1(c2ccc(OC(F)F)cc2)NC(=O)N(CC(=O)Nc2ccc(OC(F)F)cc2)C1=O (stereo not drawn)	4	-7	1	1	16	6	5	7	-12	-1	39
CN(C)S(=O)(=O)c1ccc(C(=O)NCc2ccco2)cc1	-4	-7	3	-4	9	16	-9	-13	3	4	-7
CN(C)S(=O)(=O)c1cccc(C(=O)NCC2CCCCC2)c1	-2	-5	-6	-4	-23	-32	4	16	9	1	19
CC1(C)NC(=O)N(CC(=O)N2CCN(S(=O)(=O)c3ccccc3C(F)(F)F)CC2)C1=O	-20	-6	-23	-2	-7	-8	-12	-6	9	0	11
CN(C)C(=O)c1cccc(-c2cnc3sc(NCc4ccc5c(c4)OCO5)nn23)c1	52*	13	6	.	50*	36	33	82*	0	.	82*
COc1ccc(-c2nc(CCl)cs2)cc1	-30	-79	4	-42	-113	-126	-47	-2	-4	2	-24
CN(C)C=NC(=O)c1cc(C(=O)c2ccc(Cl)cc2)c[nH]1	0	-27	-6	-21	-36	-31	-2	18	2	2	-25
CNc1nc(-c2ccccc2)[n+](-c2ccc(C)cc2)s1	-35	-12	-7	-3	-79	-124	-13	18	3	-2	-27
N#Cc1c(/N=C\c2ccc(O)c([N+](=O)[O-])c2)sc2c1CCCC2	-35	-24	24	-13	-65	-125	-9	-6	8	0	8
CCCCC(=O)Nc1ccc(NC(=O)c2cnccn2)cn1	-18	-10	-1	.	-46	-60	-3	8	1	0	-10
Cn1c(CN2CCN(C(=O)c3ccccc3)CC2)nc2cc([N+](=O)[O-])ccc21	-9	-2	2	-7	-19	-30	-15	4	-11	0	-3
Cc1cccc(N2CC(C(=O)Nc3nnc(SCC(=O)Nc4nccs4)s3)CC2=O)c1 (stereo not drawn)	-27	-13	2	-1	14	14	0	1	11	-1	8
CCn1cc(/C=N/O)c(C)n1	7	-24	-9	-6	17	13	-12	4	1	0	5
O=C(Nc1ccncc1)Nc1cccc(F)c1	-16	-8	-5	-25	-67	-90	24	7	-1	.	9
Cc1nc(SCC(=O)CC(=O)OC(C)C)c(C#N)c(C)c1C	-4	-16	9	-6	-6	-19	-22	-16	8	2	14
CN(C)c1ccc(N=Nc2ccccc2C(=O)OCC(=O)N(C)C2CCCCC2)cc1	-21	-29	5	-16	-21	-17	-12	8	9	2	-21
CCN(CC)CCN(C(=O)c1ccc([N+](=O)[O-])cc1)c1nc2c(OC)cccc2s1	-10	-2	22	7	-1	2	-15	-5	-3	-2	-3
CCOc1c(C(=O)CC)cc2c(C)cc(=O)oc2c1C	-11	-1	-12	4	-2	6	2	1	-18	0	-16
S=C(NCCc1ccccn1)Nc1ccc(Cl)cc1	-64	-27	19	-29	-82	-96	-10	-9	-6	2	-21
CCc1nc(NC(=O)Cc2csc(C)n2)sc1C(=O)OC	-17	-3	-1	3	-9	-38	10	-7	7	-3	27
O=C(OCC(=O)N1CCc2ccccc2C1)c1c(F)cccc1Cl	-29	-91	38	-112	-266	-254	-99	5	-14	.	-15
COc1ccccc1/C=C/C(=O)NCC(=O)N/N=C/c1ccc(C)o1	-23	6	13	-6	10	9	3	2	4	2	-1
Cc1nc(NC(=O)c2ccco2)sc1-c1csc(Nc2ccc(Cl)cc2)n1	-15	-5	19	31	35	6	6	38	-3	0	18
O=C(CNC(=O)c1ccc(Cl)cc1)c1ccccc1	-63	-115	14	.	-296	-249	-50	12	-8	0	-38
Cc1ccc2[nH]c3c(=O)n(CCCN4CCN(C)CC4)cnc3c2c1	-14	-27	-2	-4	-13	-22	-22	4	7	-4	-10
CS(=O)(=O)NCCNC(=O)c1cc(OCC(F)(F)F)ccc1OCC(F)(F)F	-17	4	7	-18	19	14	5	-7	-6	2	0

Three entries out of the list, ordered by SMILES length, highest first:
SMILES	TROY NFkB inh	NR2E3 ag-1	TRAIL sens C8	MITF TRPM1 inh	Peg3 prom inh	HIF-2a inh	Shn3 inh set2	CF NFkB block	KKLEB cytotox	NR2E3 ag-2	TWEAK Fn14 block
Cc1nc(NC(=O)c2ccco2)sc1-c1csc(Nc2ccc(Cl)cc2)n1	-15	-5	19	31	35	6	6	38	-3	0	18
Cc1ccc2[nH]c3c(=O)n(CCCN4CCN(C)CC4)cnc3c2c1	-14	-27	-2	-4	-13	-22	-22	4	7	-4	-10
CCOc1c(C(=O)CC)cc2c(C)cc(=O)oc2c1C	-11	-1	-12	4	-2	6	2	1	-18	0	-16

Next records follow.
SMILES	TROY NFkB inh	NR2E3 ag-1	TRAIL sens C8	MITF TRPM1 inh	Peg3 prom inh	HIF-2a inh	Shn3 inh set2	CF NFkB block	KKLEB cytotox	NR2E3 ag-2	TWEAK Fn14 block
CC1CCC(NCC(=O)Nc2cccc(S(N)(=O)=O)c2)CC1 (stereo not drawn)	-1	-3	-7	-3	8	15	-19	9	0	1	-11
CC1CCN(S(=O)(=O)c2ccc(Cl)s2)CC1	-24	-11	-5	-6	3	0	4	-4	17	.	6
CCc1ccc(NC(=O)COC(=O)/C=C/c2ccco2)cc1	-3	0	1	1	9	-18	-9	1	-12	.	26
Cc1c(C(=O)NCc2cccc(C(F)(F)F)c2)sc(=O)n1Cc1cccc(F)c1	4	18	-9	.	16	1	23	26	-8	.	13
COc1ccccc1C(=O)NC(=O)CSc1nncn1C	7	-9	-8	4	6	14	9	-18	-1	0	-2
O=C(c1ccccc1F)N1CCN(c2cnn(-c3cccc(Cl)c3)c(=O)c2Cl)CC1	47	-8	-2	16	1	-1	11	11	-29	1	-8
CCn1ncc(/C=N\NC(=O)c2csc3ccccc23)c1C	-44	-173	12	-15	-83	-201	-7	17	-13	0	-10
Cc1ccc(S(=O)(=O)N2CCN(C(=O)COC(=O)Cc3cccc(C(F)(F)F)c3)CC2)c(C)c1	12	-9	-2	-2	14	8	-4	16	-3	2	-4
CN(/N=C/c1ccc([N+](=O)[O-])o1)c1ccccc1	-41	-14	-4	-1	-103	-120	-41	5	-1	-4	-34
Cc1ccc(-n2nc3c(N4CCC(C(=O)NCCc5ccccc5C)CC4)nnc(C)c3c2C)cc1	23	40	42	94*	58*	49*	18	19	0	4	-28

Structural class, the compounds so far containing fluorine (ten)
SMILES	TROY NFkB inh	NR2E3 ag-1	TRAIL sens C8	MITF TRPM1 inh	Peg3 prom inh	HIF-2a inh	Shn3 inh set2	CF NFkB block	KKLEB cytotox	NR2E3 ag-2	TWEAK Fn14 block
O=C(c1ccccc1-n1cccc1)N1N=C(C(F)F)CC1(O)C(F)F (stereo not drawn)	-1	-28	5	7	19	26	-18	-6	3	-1	8
Fc1cccc(Cl)c1CNc1ccc(N2CCCC2)cc1	17	-41	13	24	-16	-40	30	1	6	-1	57*
CC1(c2ccc(OC(F)F)cc2)NC(=O)N(CC(=O)Nc2ccc(OC(F)F)cc2)C1=O (stereo not drawn)	4	-7	1	1	16	6	5	7	-12	-1	39
CC1(C)NC(=O)N(CC(=O)N2CCN(S(=O)(=O)c3ccccc3C(F)(F)F)CC2)C1=O	-20	-6	-23	-2	-7	-8	-12	-6	9	0	11
O=C(Nc1ccncc1)Nc1cccc(F)c1	-16	-8	-5	-25	-67	-90	24	7	-1	.	9
O=C(OCC(=O)N1CCc2ccccc2C1)c1c(F)cccc1Cl	-29	-91	38	-112	-266	-254	-99	5	-14	.	-15
CS(=O)(=O)NCCNC(=O)c1cc(OCC(F)(F)F)ccc1OCC(F)(F)F	-17	4	7	-18	19	14	5	-7	-6	2	0
Cc1c(C(=O)NCc2cccc(C(F)(F)F)c2)sc(=O)n1Cc1cccc(F)c1	4	18	-9	.	16	1	23	26	-8	.	13
O=C(c1ccccc1F)N1CCN(c2cnn(-c3cccc(Cl)c3)c(=O)c2Cl)CC1	47	-8	-2	16	1	-1	11	11	-29	1	-8
Cc1ccc(S(=O)(=O)N2CCN(C(=O)COC(=O)Cc3cccc(C(F)(F)F)c3)CC2)c(C)c1	12	-9	-2	-2	14	8	-4	16	-3	2	-4
